SNCA viab count = reduces viability of HEK-293 SNCA reporter cells. HEK-293-SNCA-luc viability, GF-AFC fluorescence, 24 h. Potency, µM (top dose mostly 57.1 µM), for inactives: top-dose activity change, negative = cytotoxicity, hits mostly cytotoxic. 150,000 compounds, 0.12% hits;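 further: potency means the concentration at half of the fitted maximal effect; 0% = DMSO-treated cells and -100% = medium-only wells without cells; nearly all actives have a fitted effect of over 30% in size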
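Cytotoxicity counterscreen: after 24 h compound treatment of genome-edited SNCA-luciferase HEK-293 cells, live-cell protease substrate GF-AFC read by fluorescence after 30 min; activity scaled between DMSO (0%) and medium-only (-100%), curves Hill-fitted.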
SNCA expr inhib = SNCA gene expression inhibition. HEK-293 SNCA-luciferase knock-in, luminescence, 24 h. Potency, µM (highest dose often 57.2 µM), inactives show top-dose activity change, negative = inhibition, usual class: inhibitors. 140,000 compounds, 0.17% hits. AID 1671194;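 further: potency means the concentration at half of the fitted maximal effect; plate controls were DMSO cells for no effect and cell-free wells for full effect; nearly all actives have a fitted effect of over 45% in size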
3T3 cytotox = NIH 3T3 cell cytotoxicity; NIH 3T3 viability, CellTiter-Glo ATP luminescence, 48-72 h; Potency, µM (top dose mostly 96.7 µM), inactives show at the highest dose activity change, negative = cytotoxicity, most hits filed as inhibitors; AID 1345082; 94,000 compounds, 4.3% hits; further: potency means the concentration at half of the fitted maximal effect; nearly all actives have a fitted effect of over 55% in size
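Viability of NIH 3T3 cells after 48 or 72 hr compound treatment at 37 °C was assessed by CellTiter-Glo, with luminescence imaged following a 10 min room-temperature step.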
GPT2 inh = blocks human glutamate pyruvate transaminase 2 | 100,000 compounds, 0.25% hits | Recombinant GPT2, coupled pyruvate oxidase/HRP Amplex Red fluorescence | AID 1671188 | Potency, µM (titrated, usually from 57.7 µM), for inactives: top-dose activity change, negative = inhibition, usual class: inhibitors | Q8TD30; further: potency means the concentration at half of the fitted maximal effect; nearly all actives have a fitted effect of over 60% in size; many of its hits are not listed in these tables
Target sequence (Q8TD30 whole entry, looked up): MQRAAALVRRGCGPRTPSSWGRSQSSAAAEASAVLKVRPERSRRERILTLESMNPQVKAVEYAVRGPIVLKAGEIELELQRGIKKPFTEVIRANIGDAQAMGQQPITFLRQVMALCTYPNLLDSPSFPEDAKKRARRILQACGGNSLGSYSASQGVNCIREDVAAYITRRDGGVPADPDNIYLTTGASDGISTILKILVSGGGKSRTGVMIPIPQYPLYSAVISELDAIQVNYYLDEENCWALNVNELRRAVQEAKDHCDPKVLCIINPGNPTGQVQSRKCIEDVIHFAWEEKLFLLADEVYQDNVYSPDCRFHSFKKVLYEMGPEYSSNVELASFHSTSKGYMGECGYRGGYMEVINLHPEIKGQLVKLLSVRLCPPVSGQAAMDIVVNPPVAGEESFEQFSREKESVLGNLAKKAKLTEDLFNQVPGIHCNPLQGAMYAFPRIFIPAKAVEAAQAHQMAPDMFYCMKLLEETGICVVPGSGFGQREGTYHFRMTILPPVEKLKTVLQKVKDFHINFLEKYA
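Fluorescence of coupled pyruvate oxidase/HRP/Amplex Red system (50uM Amplex, 30 min, dark) reports pyruvate formed by GPT2. Enzyme reaction: 10ng/uL GPT2, 2mM L-alanine, 250uM a-KG, 30 min room temperature, pH 7.5; 50uM AOA control.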
Luciferase inh = blocks purified firefly luciferase enzyme activity; P08659; purified P. pyralis luciferase, luminescence, biochemical; Potency, µM (doses to about 115 µM), for inactives: top-dose activity change, negative = inhibition, most hits filed as inhibitors; 76,000 compounds, 2.5% hits; further: potency means the concentration at half of the fitted maximal effect; nearly all actives have a fitted effect of over 65% in size
Target sequence (P08659 whole entry, looked up): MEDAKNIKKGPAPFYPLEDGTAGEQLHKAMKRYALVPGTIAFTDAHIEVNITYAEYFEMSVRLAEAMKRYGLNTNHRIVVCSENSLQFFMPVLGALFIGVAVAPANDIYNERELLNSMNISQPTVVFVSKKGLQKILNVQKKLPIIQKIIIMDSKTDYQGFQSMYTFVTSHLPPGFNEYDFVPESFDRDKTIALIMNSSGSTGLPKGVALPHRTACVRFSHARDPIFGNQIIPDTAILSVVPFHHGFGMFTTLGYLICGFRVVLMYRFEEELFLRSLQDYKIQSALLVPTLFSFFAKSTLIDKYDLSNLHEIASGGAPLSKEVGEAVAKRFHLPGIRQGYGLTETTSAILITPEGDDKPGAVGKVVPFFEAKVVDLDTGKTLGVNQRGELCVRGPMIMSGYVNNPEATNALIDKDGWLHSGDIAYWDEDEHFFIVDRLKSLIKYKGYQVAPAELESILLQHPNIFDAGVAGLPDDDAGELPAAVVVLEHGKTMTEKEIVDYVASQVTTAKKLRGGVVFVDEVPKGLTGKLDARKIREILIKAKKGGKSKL
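Inhibitors were tested against purified firefly luciferase in a biochemical, low-substrate format (both substrates at 10uM) and luminescence measured with a CCD imager.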
HEK293 tox = HEK 293 cell cytotoxicity; Potency, µM (titrated, usually from 115 µM), without a hit: top-dose activity change, negative = cytotoxicity, actives largely listed as inhibitors; HEK 293 viability, ATP luminescence (CellTiter-Glo), 48-72 h; 94,000 compounds, 6.6% hits; further: potency means the concentration at half of the fitted maximal effect; nearly all actives have a fitted effect of over 60% in size
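HEK 293 cells at 250 cells/well were exposed to compounds by pintool transfer for 48 or 72 hr at 37 degree Celsius, 5% CO2. Viability was read as ATP-coupled luminescence with CellTiter-Glo after 10 min at room temperature.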
IP6K1 inh = inhibitors of human IP6K1 | Q92551 | IP6K1 kinase, ADP-Glo luminescence, 2 h; stronger effect = lower value | 140,000 compounds, 0.81% hits | AID 1645851 | activity change, % (series mostly up to about 58 µM); in the data active means activity change below about -25%
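ADP-Glo luminescence measures ADP made by human IP6K1 during a 2 h RT reaction with ATP/IP6 (mix at 1.3 mM/130 uM); top library doses 57.5 and 19.1 uM final.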
Active calls of the source: *; i = inactive; ? = inconclusive; . = no result given; [ ] = dose if it differs, or a comment. Unless noted, the call rests on the fitted dose curve; in most records, active means well fitted curve in the direction sought with a large enough effect; inconclusive means small, poorly fitted or top-dose-only effect, or another doubt; inactive means no such curve, though single readings can be large; an effect the other way counts as inactive or inconclusive. Unless noted, on the % scale 0 is the no-effect control and ±100 the full control effect. This is a random part of the collection, and some 7.8% of all compounds hit somewhere here.

SMILES	SNCA viab count	SNCA expr inhib	3T3 cytotox	GPT2 inh	Luciferase inh	HEK293 tox	IP6K1 inh
Cn1nc(C2CCCN(C(=O)C3CCOCC3)C2)n(C2CCCC2)c1=O (centres undefined)	-1%	?	i	i	0%	4%	0
COCC(=O)N1CCC2(CC1)SCC(=O)N2c1ccc(OC)cc1	5%	-18%	?	i	-13%	-2%	0
CCOC(=O)C1CCC(CN(Cc2cccc(Br)c2)S(=O)(=O)c2ccc(C)cc2)CC1 (centres undefined)	9%	-6%	.	.	.	.	4
Cc1cccc(C(=O)NC2CCN(c3cc(-c4ccccc4)[nH]n3)CC2)c1	9%	-2%	?	-4%	-3%	?	21
CN1c2cc(C(=O)Nc3cc(F)ccc3F)ccc2C(=O)N2CCCCCC21 (centres undefined)	2%[12.5 µM]	-27%	?	i	11µM*	?	0
CCOc1nc(-c2ccccc2)ccc1-c1noc(-c2ccc(C)cc2)n1	-2%	1%	.	.	.	.	1
COC1CN(C2CCN(C(=O)Nc3ccc(C)c(C)c3)CC2)C12CCOCC2 (centres undefined)	6%	29%	-24%	-27%	.	-17%	-1
O=C(c1ccc(C(F)(F)F)cc1)N1CCN(C(=O)c2nc3cccnc3n(Cc3ccccc3)c2=O)CC1	5%	-3%	?	i	.	?	5

Molecules listed so far with sulfur:
SMILES	SNCA viab count	SNCA expr inhib	3T3 cytotox	GPT2 inh	Luciferase inh	HEK293 tox	IP6K1 inh
COCC(=O)N1CCC2(CC1)SCC(=O)N2c1ccc(OC)cc1	5%	-18%	?	i	-13%	-2%	0
CCOC(=O)C1CCC(CN(Cc2cccc(Br)c2)S(=O)(=O)c2ccc(C)cc2)CC1 (centres undefined)	9%	-6%	.	.	.	.	4

Next records.
SMILES	SNCA viab count	SNCA expr inhib	3T3 cytotox	GPT2 inh	Luciferase inh	HEK293 tox	IP6K1 inh
Cc1c(CN(C)Cc2cccc3ncccc23)c(=O)n(-c2ccccc2)n1C	-3%	8%	-25%	-15%	-1%	-8%	-10
Cc1onc(-c2ccccc2)c1C(=O)N1CCN(c2ccc([N+](=O)[O-])cc2Cl)CC1	-24%	.	.	4%	.	.	-2
CC1CCC2(CC1)NC(=O)N(CC(N)=O)C2=O (centres undefined)	6%	17%	-7%	i	-11%	5%	0
C[S+](=O)([O-])N1CC2(CCN(Cc3cccnc3)CC2)Cc2ccccc21	-4%	-23%	-1%	-5%	.	i	-5
Cc1nc2ccc(S(=O)(=O)NCC(=O)Nc3ccc(C)c(Cl)c3)cc2s1	-10%	15%	.	.	.	.	12
Cn1nc2n(c1=O)CCN(Cc1ccc(Br)s1)CC2	16%	7%	-8%	i	-6%	i	-1
O=C(Cc1c[nH]c2ncc(-c3cccnc3)cc12)NCCc1ccccc1	-2%[87.6 µM]	-28%[87.6 µM]	22µM*	0%[88.5 µM]	14%[172 µM]	?	8
O=C(c1ccccc1)N1CCC(C(=O)N2CCC(N3CCCC3=O)CC2)CC1	3%	6%	-2%	i	.	5%	5
NCCS(=O)(=O)O	6%	-8%	.	0%	.	.	1
CCC1CN(C(=O)N2CCC(C(=O)NCc3cccc(C)c3)CC2)c2ccccc2O1 (centres undefined)	-8%	3%	.	.	.	.	5
Cc1ccc(-n2c(C3CCN(C(=O)c4cccc(Cl)c4)CC3)n[nH]c2=O)cc1	-5%	-27%	?	i	1%	-8%	-21
CC(=O)Nc1cccc(-c2n[nH]c3c2CC(=O)N(c2ccccc2)C3)c1	11%[87.6 µM]	15%[87.6 µM]	?	-1%[88.5 µM]	2%[172 µM]	-25%[172 µM]	11
O=C(c1ccccc1)N1Cc2[nH]cnc2C[C@H]1c1nc(-c2ccc(Cl)cc2)no1	-19%[87.6 µM]	?	?	i	-32%[172 µM]	?	-39*
CN(C)CC(=O)NC1CCN(c2ccc3nnc(C4CC4)n3n2)CC1	.	.	-20%	.	.	-7%	5
Cc1noc(C)c1CCNC(=O)C1CCN(C(=O)c2ncn3c2COC(c2ccc(F)cc2)C3)CC1 (centres undefined)	-6%	-7%	?	i	?	5%	-14
Cc1cc(C)c(S(=O)(=O)N2CC(c3nc(-c4ccncc4)no3)C2)c(C)c1	-10%	-26%	?	-18%	-6%	45µM*	2
CCCCNC(=O)C1CCC(Cn2c(=O)c3sccc3n(Cc3ccccc3)c2=O)CC1 (centres undefined)	-5%	19%	.	.	.	.	-2
Cc1ccc(CNC(=O)CSC2=Nc3ccccc3C3=NC(C)C(=O)N23)cc1 (centres undefined)	-16%	30%[activator]	.	.	.	.	-7
O=C1NCN(Cc2ccc(Cl)cc2)C12CCN(Cc1ccccc1)CC2	0%	-18%	?	i	4%	?	2
O=C(c1ccoc1)N1CCCC(n2cc(-c3nc(C4CC4)no3)nn2)C1 (centres undefined)	-5%	15%	?	i	-3%	-5%	3
CCOc1ccccc1C(=O)N1CCN(CCc2ccccn2)CC1	-7%	6%	.	.	.	.	-12
Cc1cc(Cl)ccc1NC(=O)C1CCN(c2nnc(-n3c(C)ccc3C)s2)CC1	-1%	-12%	.	.	.	.	23
O=C(Cn1cc(SCc2ccc(F)cc2)c2ccccc21)N1CCCCCC1	-28%	-2%	.	.	.	.	-6
COCCNC(=O)c1cc(-c2ccc(OC)cc2)nc2c1cnn2C	-2%	-2%	?	i	.	?	11
O=C(COc1ccc(Cl)cc1)N1CCC[C@H]1c1nc(-c2ccc(F)cc2)no1	1%	?	?	-19%	6%	?	-2
CCn1cc2c(n1)-c1c(oc(C(=O)Nc3cccc(C(F)(F)F)c3)c1C)CC2	7%	31%	.	.	.	.	-11
O=C(NC1CC(=O)N(c2ccc(F)cc2)C1)C(c1ccccc1)c1ccccc1 (centres undefined)	5%	0%	.	.	.	.	50
COc1cc(Cl)ccc1C(=O)N1CCC(Cc2nc(-c3ccc(F)cc3)no2)CC1	-19%	?	11µM*	i	3%	?	-3
COc1ccccc1C(=O)N1CCN(C(=O)c2nnn3c2COC(c2ccccc2)C3)CC1 (centres undefined)	0%	4%	-2%	i	8%	?	9
N#Cc1ccccc1CN1CC[C@H]2C(=O)NCCCCCCN(Cc3ccncc3)[C@@H]2C1	-7%	?	-29%	?	-9%	?	9
O=C(NC[C@H]1O[C@H](Cc2cc(-c3ccccn3)on2)CC[C@@H]1O)c1ccc2c(c1)OCO2	2%	?	-18%	-18%	-11%	-5%	9
Cc1nc2scc(CC(=O)NCCC(C)C)n2c(=O)c1-c1cc(C)n(-c2ccc(F)cc2)n1	-7%	-17%	-29%	i	3%	-8%	-5
Cc1ccc(CNC(=O)N2CCCCCC2c2nc(-c3ccccc3)no2)cc1 (centres undefined)	-2%	27%	?	i	.	?	-10
Cc1nn(-c2ccccc2)c2c1C(C(C)C)N(C1CCN(C(=O)c3cccc(Cl)c3)C1)C2=O (centres undefined)	.	.	?	.	.	?	2
O=c1[nH]cccc1-c1nccc(C2(c3ccccc3Cl)CCNCC2)n1	-25%	-9%	-2%	-11%	6%	?	-2
CCOc1ccc(NC(=O)c2ccc3c(=O)n4c(nc3c2)CCCCC4)cc1	-1%	?	.	.	.	.	4
CSCCNC(=O)c1coc(COc2cccc(C(F)(F)F)c2)n1	-3%	?	?	-12%	-7%	?	5
Cc1ccc(NC(=O)NC2CCN(c3ccc4nnc(C5CC5)n4n3)C2)cc1F (centres undefined)	.	.	?	.	.	-13%	9
CC(C)NC(=O)C1CCc2nnc(C3CCN(C(=O)c4ccccc4)CC3)n21 (centres undefined)	4%	4%	i	-6%	.	i	-17
COc1ccc(-c2ccc(C(=O)NCc3ccc4c(c3)OCO4)cc2)nn1	.	.	-16%	.	.	?	-6
Cc1oc2c(c1C(=O)N(C)C)CN(C(=O)c1ccnn1C)CC2	0%	-6%	5%	3%	2%	-7%	-12
COc1ccc(CNC[C@H]2O[C@H](Cc3cc(-c4cccc(O)c4)on3)CC[C@@H]2O)cc1	-9%[87.6 µM]	68%[activator][87.6 µM]	?	i	-3%[172 µM]	?	4
Cc1cc2nc3n(c(=O)c2n1CC(=O)Nc1ccc(C(C)C)cc1)CCCCC3	2%	-15%	-20%	i	-3%	-19%	-15
CC(C)NC(=O)c1ccnc(-c2nnc3ccc(Nc4ccccc4)nn23)c1	6%[87.6 µM]	0%[87.6 µM]	?	4%[88.5 µM]	2%[172 µM]	?	-9
O=C(CCc1nnc2n(Cc3ccccc3Cl)c(=O)c3ccccc3n12)Nc1ccc(F)c(F)c1	7%	7%	.	.	.	.	-13
CCOc1ccc2c(n1)CCN(C(=O)c1cccnc1)C2	-1%[12.5 µM]	?	i	i	-4%	-8%	-8
N#Cc1cccc(NC(=O)N[C@H]2[C@H](O)[C@@H](N3CCCCC3)[C@@H]3OC[C@H]2O3)c1	-3%[87.6 µM]	3%[87.6 µM]	-16%[174 µM]	i	-22%[172 µM]	-19%[172 µM]	3
Cc1cnc(C(=O)N[C@@H]2CCC[C@@H]2C(=O)NCC2CCCCC2)cn1	-19%	16%	0%	-2%	-4%	-22%	19
Cc1cc(OCC(=O)Nc2cc(-c3nc4ncccc4o3)ccc2C)ccc1Cl	1%	22%	.	.	.	.	-6
CN(C(=O)[C@@H]1C[C@@H](c2ccc(F)cc2)N(CCOc2ccccc2)C1)c1cccnc1	-7%[87.6 µM]	?	?	-5%[88.5 µM]	1%[172 µM]	?	1
COc1cc(OC)c(Nc2ncncc2-c2nc(-c3ccccc3)no2)cc1Cl	5%	-1%	i	i	0%	i	-7
NC(=O)[C@@H](Cc1c[nH]c2ccccc12)NC(=O)[C@H]1CN(C(=O)C2CCNCC2)CCN1C(=O)N1CCOCC1	0%	9%	i	?	-7%	i	2
Cc1ccc(C)c(Cn2c(=O)n(-c3ccc(Cl)cc3)c(=O)c3c4c(sc32)CCC4)c1	16%	13%	.	.	.	.	-6
COc1ccc(NC(=O)Cn2c(=O)n(Cc3ccc(C(=O)NCc4ccccc4Cl)cc3)c(=O)c3ccccc32)cc1OC	0%	-21%	.	.	.	.	27
O=S(=O)(Nc1cccc(C(F)(F)F)c1)c1ccc(-c2cnc(C3CC3)o2)cc1	-21%	?	.	.	.	.	-19
Cc1nnc2ccc(N3CCCC(NS(C)(=O)=O)C3)nn12 (centres undefined)	.	.	-5%[138 µM]	.	.	4%[172 µM]	-4
